PP1 inh = counter-screen for PP5 inhibitors: inhibitors of human PP1-alpha; P62136; purified PP1alpha, OMFP fluorescence; inhibition, % at 6.7 µM; actives 0.9% (n = 320,000); AID 2235;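 active = inhibition above the mean inhibition of all tested compounds plus 3 SD, computed separately for each screening campaign, cut at about 15% in these data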
GASC-1 inh = human JMJD2C demethylase inhibition; Q9H3R0; GST-JMJD2C(1-420) H3K9me3 demethylation, DELFIA europium; inhibition, % at 2.35 µM; actives 0.069% (n = 330,000);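 active = more than half of a compound's replicate wells show inhibition beyond 50%, single wells judged on their own value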;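 note: signal counts dimethyl H3K9 product captured on neutravidin plate; 0% = median of DMSO wells and 100% = 0.3 times that DMSO median; strong numbers were not always called active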
PP5 inh = PP5 (human) phosphatase inhibition; inhibition, % at 6.7 µM; purified PP5c, OMFP substrate fluorescence; P53041; actives 0.18% (n = 320,000);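 active = inhibition above the campaign's mean inhibition across all tested compounds plus 3 SD, cut at about 9.5% in these data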;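 note: 0% = DMSO only and 100% = 100 µM cantharidin control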
Target sequence (P53041 whole entry, looked up): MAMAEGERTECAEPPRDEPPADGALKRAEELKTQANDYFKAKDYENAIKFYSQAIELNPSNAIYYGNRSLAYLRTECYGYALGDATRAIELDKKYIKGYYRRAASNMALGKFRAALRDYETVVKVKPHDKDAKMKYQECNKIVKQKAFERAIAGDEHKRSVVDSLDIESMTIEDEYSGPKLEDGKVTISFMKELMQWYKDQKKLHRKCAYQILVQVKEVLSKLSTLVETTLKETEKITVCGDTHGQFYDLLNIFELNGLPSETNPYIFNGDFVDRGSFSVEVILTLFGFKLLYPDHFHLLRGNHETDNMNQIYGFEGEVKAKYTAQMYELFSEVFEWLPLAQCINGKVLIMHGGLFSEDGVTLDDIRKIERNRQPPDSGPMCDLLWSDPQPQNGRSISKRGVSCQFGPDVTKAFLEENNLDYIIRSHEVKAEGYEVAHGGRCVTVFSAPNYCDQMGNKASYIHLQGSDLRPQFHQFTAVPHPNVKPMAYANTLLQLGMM
ZTA DNA inh = blocks Epstein-Barr virus ZTA, an EBNA-1 counter-screen; P03206; ZTA-DNA binding, fluorescence polarization; inhibition, % at 11 µM; actives 0.15% (n = 320,000); AID 2234; in the data active = inhibition above about 33%
Target sequence (P03206 whole entry, looked up): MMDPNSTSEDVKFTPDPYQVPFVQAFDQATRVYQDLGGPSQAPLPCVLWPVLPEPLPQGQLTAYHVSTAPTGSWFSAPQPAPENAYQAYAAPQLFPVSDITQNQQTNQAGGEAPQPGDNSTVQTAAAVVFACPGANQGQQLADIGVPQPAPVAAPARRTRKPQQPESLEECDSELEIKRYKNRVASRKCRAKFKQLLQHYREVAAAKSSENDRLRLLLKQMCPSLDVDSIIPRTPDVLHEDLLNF
CR mimetic SO = caloric restriction mimetics inhibiting age-related superoxide in yeast; S. cerevisiae aged cells, superoxide DHE fluorescence; hits give low values; superoxide response (% of plate mean), % at 10 µM; actives 0.18% (n = 330,000); AID 2690;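 active = superoxide response under a set limit, about three screen SD below normal, cut at about 65% in these data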;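 note: yeast aged for seven days with compound at 30 °C before DHE staining; 100% = average MFI of all compound-treated wells on the plate with controls excluded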
core dimer inh = HCV core protein dimerization inhibition. inhibition, % at 5 µM. AID 1899. actives 0.33% (n = 300,000). TR-FRET GST/Flag-core106 dimerization, 1536-well;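 active = inhibition above the mean of all tested compounds plus 3 SD, set per screening campaign, cut at about 45% in these data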
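assay system = GST-tagged and Flag-tagged HCV core protein residues 1-106 | controls = unlabelled core106 and no-GST-core106 wells | incubation = compound-protein-antibody incubation 4 h at 22.5 °C | probe or stimulus = Eu donor and XL665 acceptor anti-tag antibodies | read-out = % inhibition based on acceptor/donor emission ratio | signal = TR-FRET 671 and 617 nm emission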
Fh CTSL1 inh = blocks F. hepatica cathepsin L1 in PFM18AAP counter-screen | actives 0.49% (n = 300,000) | recombinant F. hepatica cathepsin L1, Z-Leu-Arg-MCA fluorescence | inhibition, % at 5.96 µM | AID 1906;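 active = inhibition above the mean of all tested compounds plus 3 SD, set per screening campaign, cut at about 17% in these data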;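 note: 0% = plate median of test compound wells and 100% = 1 µM Z-Phe-Ala-diazomethylketone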
TPT1 inhibitor = blocks Candida albicans tRNA 2'-phosphotransferase. recombinant caTPT1, FP RNA substrate dephosphorylation. inhibition, % at 5 µM. actives 0.81% (n = 300,000);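 active = inhibition above the mean of all tested compounds plus 3 SD, set per screening campaign, cut at about 24% in these data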;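 note: plate controls were DMSO alone for no effect and ferristatin control at 100 nM for full effect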
EBNA-1 inhibitor = blocks EBNA-1 binding to DNA. inhibition, % at 14.8 µM. actives 0.34% (n = 300,000). EBNA-1 DNA binding, fluorescence polarization; in the data active = inhibition above about 28%
Active calls of the source: *; . = not tested or not shown; & = joins results of further samples.

SMILES	PP1 inh	GASC-1 inh	PP5 inh	ZTA DNA inh	CR mimetic SO	core dimer inh	Fh CTSL1 inh	TPT1 inhibitor	EBNA-1 inhibitor
CCn1c(SCC(=O)c2cc(C)ccc2C)nc2cc(S(=O)(=O)N3CCOCC3)ccc21	2	0	2.0	-5	101	7	2	-1	8
Cc1ccc(S(=O)(=O)N2CCN(CC(O)c3ccccc3)CC2)cc1 (centres undefined)	-2	-37	-0.5	-16	102	-1	-1	2	-1
Cc1cccc(N/N=C/c2ccc(C)s2)c1	11	13	-0.6	7	102	3	2	-1	-4
CC(=O)N1CC2([N+](=O)[O-])CN(C(C)=O)CC([N+](=O)[O-])(C1)C2(C)C	2	0	1.4	19	104	0	0	-1	8
Cc1ccc(NC(=O)CN(C)CC(=O)Nc2cccc(F)c2)cc1S(=O)(=O)N1CCCCCC1	2	6	3.2	11	109	3	-3	-1	-2
COc1ccc(NC(=O)c2ccc(NC3=NC4CS(=O)(=O)CC4S3)cc2)cc1 (centres undefined)	-2	27	0.8	0	103	-1	-3	1	10
Cc1ccccc1NC(=O)NNC(=O)COc1ccc2ccccc2c1	-5	2	-2.1	-2	96	-10	-1	-2	2
S=C(NCC1CCCO1)Nc1ccccc1 (centres undefined)	0	7	1.0	10	100	-6	1	-2	-10
COC(=O)c1ccc(Cn2nnc3c(=O)[nH]c(C4CCN(S(=O)(=O)c5cc(C)ccc5C)CC4)nc32)cc1	16*	-9	5.5	0	110	20	-4	1	-6
O=C(O)C1CCN(c2ccc(S(=O)(=O)N3CCC(C(=O)O)CC3)cc2[N+](=O)[O-])CC1	0	16	7.5	-19	96	9	-7	2	-13
Cc1ccc(N(CC(=O)N/N=C/c2cc(C)n(-c3ccccc3)c2C)S(C)(=O)=O)c(C)c1	2	2	0.9	-4	82	31	0	-3	-2
Cc1ccnc2nc(C(=O)NCCc3ccc(F)cc3)nn12	2	-4	2.3	16	113	0	-5	-3	-6
CCCCc1c(C)c2ccc(OC)c(/C(C)=N\O)c2oc1=O	-2	0	4.4	-5	101	7	11	0	-1
CCC(C)NC(=O)c1ccccc1NC(=O)C(C)N(c1ccccc1)S(C)(=O)=O (centres undefined)	-3	8&-10	1.6	-4	92	-3	-2	0	6
CN(C)C(=O)c1cc(S(=O)(=O)N(C)C)c(Cl)cc1N1CCCC1	-4	0	3.5	-8	84	1	0	0	-2
O=C(COC(=O)c1cccs1)Nc1nnc(-c2ccccc2)o1	2	8	-0.3	-11	96	0	-6	-3	-12
CC(C)Cn1c(CN(C)Cc2ccccc2)nc2c1c(=O)n(C)c(=O)n2C	2	7	0.5	12	100	1	-1	2	8
O=C(Cc1n[nH]c(=O)c2ccccc12)NCc1ccccn1	-3	2	-2.6	5	90	-10	2	1	-2
COC(=O)CSc1nnc(-c2ccc(S(=O)(=O)NCc3cccs3)cc2)o1	2	-8	-0.2	-9	95	2	0	-4	-1
CC1CCCCC1NC(=O)CSc1nncn1N (centres undefined)	-4	-34	-0.3	-7	91	-2	-1	-5	-3
COc1ccc(CCNC(=O)CN2C(=O)NC3(CCc4ccccc43)C2=O)cc1 (centres undefined)	-3	12	0.4	-9	118	.	.	.	.
COC(=O)CCCCC1SCC(NC(=O)OC)C1NC(=O)OC (centres undefined)	-5	9	1.2	3	108	-1	0	-3	-2
COc1ccccc1N1CCN(C2CCCN(C(=O)CCc3cnccn3)C2)CC1 (centres undefined)	-1	.	2.5	-13	96	-10	0	-4	1
Nc1[nH]n2c(=O)cc(-c3ccccc3)nc2c1N=Nc1ccc(S(N)(=O)=O)cc1	16*	5	2.9	5	111	-27	6	9	-10
O=C(NN(C(=O)C1CC1)c1nc2ccccc2s1)C1CC1	-2	1	1.4	-11	104	3	-1	-2	-9

Next section.
SMILES	PP1 inh	GASC-1 inh	PP5 inh	ZTA DNA inh	CR mimetic SO	core dimer inh	Fh CTSL1 inh	TPT1 inhibitor	EBNA-1 inhibitor
COc1ccccc1CNC(=O)CCS(=O)(=O)c1ccc2c(c1)CCCN2C(C)=O	-2	-10	-1.3	-1	102	1	3	2	0
Cc1cccc(C=Nc2ccc3c(c2)oc2ccccc23)c1O	-3	-5	1.3	4	91	-9	-1	-4	-3
CCC(=O)N1c2ccc(S(=O)(=O)NCc3ccco3)cc2CC1C (centres undefined)	0	16	0.4	2	82	1	2	-5	-3
COc1ccc(Cl)cc1Nc1nc(-c2sc(NC(=O)c3ccccc3)nc2C)cs1	-2	4	3.0	-1	106	29	2	5	-2
CC1(C)CC(=O)C=C(NCCc2ccccc2)C1	-4	3	-0.5	2	97	-3	0	-2	10
O=C(O)CC(Cc1ccccc1)C(=O)NCC12CC3CC(CC(C3)C1)C2 (centres undefined)	-5	2	0.1	13	116	1	1	-4	0
Cc1ccc2oc(=O)c3cc(C(=O)NCCCN4CCCC(C)C4)sc3c2c1 (centres undefined)	1	-4	0.5	-5	102	-14	4	-1	9
COc1ccc(C2(c3ccc(OC)cc3)NC(=O)N(CC(=O)Nc3ccc(C(N)=O)cc3)C2=O)cc1	-1	2	1.2	-10	97	12	-1	1	8
Cc1cc(/C=N/NC(=O)C(=O)N2CCCC2)c(C)n1-c1cccc(Br)c1	1	-2	0.6	-8	102	1	3	-2	-11
Cc1cccc(CCNC(=O)CCCOc2cc(=O)n(C)c3ccccc23)c1	-1	-1	1.9	0	105	0	-7	3	5
O=C(OCC(=O)N1CCc2ccccc21)c1n[nH]c(=O)c2ccccc12	2	-16	2.5	-3	84	.	.	.	.
CN(CC(=O)Nc1ccc(F)cc1)C(=O)CSc1ccc2c(c1)OCCO2	-2	5	1.8	3	112	.	.	.	.
CCSc1nnc(SCC(=O)N2CCN(C(=O)c3ccco3)CC2)s1	-4	9	0.1	-2	98	2	1	2	5
CCOC(=O)Cc1cc(=O)n2[nH]c(C)c(C#N)c2n1	1	95	2.6	-17	108	-6	-4	-1	-26
Cc1ccccc1Cn1cc(S(=O)(=O)CC(=O)N2CCCCC2)c2ccccc21	5	-7&22	2.7	6	104	11	-13	2	-1
C/C(=C\COc1cc(=O)[nH]c2ccccc12)CCC(O)C(C)(C)O (centres undefined)	-4	-22	0.6	6	92	1	-4	-5	7
COCc1nnc(NC(=O)C2CCN(C(=O)c3ccco3)CC2)s1	-1	-11	4.8	-10	124	-2	-4	-1	-8
COc1ccc(/C=N/NC(=O)c2cccc3ccccc23)c(OC)c1OC	-2	-4	-0.2	17	110	5	1	0	5
Cc1ccc(NC(=O)CSCC(=O)Nc2ccc(N3CCOCC3)c(Cl)c2)cc1	3	5	-0.3	1	102	-6	-1	-5	4
Cc1cccnc1NC(=O)Nc1ccc(F)cc1	7	-5	2.8	-3	100	-1	3	-8	-4
Cc1cc(NC(=O)CN2CCCCC2)n(-c2ccccc2)n1	-1	-12	1.6	2	98	-3	1	-8	0
O=C(CCc1nnc(CCCc2ccccc2)o1)NCCc1ccccc1	-2	-4	3.9	4	123	-16	0	4	-8
S=C(NCc1cccnc1)Nc1cccc2ccccc12	-5	-2	0.3	-3	115	5	-1	-2	1
CCCN1C(=O)c2ccc(C(=O)NCc3ccco3)cc2C1=O	-3	5	1.4	-2	98	-3	-1	2	6
COc1ccc(CC(=O)OCC(=O)N2N=C(c3ccccc3)CC2c2ccc(OC)cc2)cc1 (centres undefined)	7	-9	2.1	12	105	14	3	3	2

(further entries)
SMILES	PP1 inh	GASC-1 inh	PP5 inh	ZTA DNA inh	CR mimetic SO	core dimer inh	Fh CTSL1 inh	TPT1 inhibitor	EBNA-1 inhibitor
Cc1cc(C)n(CCNCc2c(C(=O)N3C[C@@H](C)O[C@@H](C)C3)nc3ccc(Cl)cn23)n1	-3	-2	1.4	4	103	-3	-1	0	16
CC(=O)c1cc2ccccc2oc1=O	-3	9	-3.9	5	99	.	.	.	.
CCC(NC(=O)Nc1nnc(C(F)(F)F)s1)(C(F)(F)F)C(F)(F)F	3	7&8	3.8	11	114	-3	-1	0	3
COc1ccc(C(=O)O)cc1S(=O)(=O)NCc1cccnc1	-5	-11	0.1	-8	106	1	-3	1	-19
CC1CCCN(C2(O)C(=O)Nc3ccc([N+](=O)[O-])cc32)C1 (centres undefined)	-2	65	-1.8	6	98	10	-1	0	-2
O=C(NCCCn1ccnc1)C(=O)NCC(c1cccnc1)N1CCN(c2ccc(F)cc2)CC1 (centres undefined)	4	-15	-2.7	-2	93	-23	2	-7	5
Cc1ccc(C2Nc3cccc4cccc(c34)N2)cc1	1	30	3.5	-2	93	16	-4	-4	-11
Cn1cc(C(=O)c2cccc(Cl)c2)cc1C#N	0	-3	3.1	5	99	-2	-4	-1	8

Of the compounds above, these contain an aryl methoxy group:
SMILES	PP1 inh	GASC-1 inh	PP5 inh	ZTA DNA inh	CR mimetic SO	core dimer inh	Fh CTSL1 inh	TPT1 inhibitor	EBNA-1 inhibitor
COc1ccc(NC(=O)c2ccc(NC3=NC4CS(=O)(=O)CC4S3)cc2)cc1 (centres undefined)	-2	27	0.8	0	103	-1	-3	1	10
CCCCc1c(C)c2ccc(OC)c(/C(C)=N\O)c2oc1=O	-2	0	4.4	-5	101	7	11	0	-1
COc1ccc(CCNC(=O)CN2C(=O)NC3(CCc4ccccc43)C2=O)cc1 (centres undefined)	-3	12	0.4	-9	118	.	.	.	.
COc1ccccc1N1CCN(C2CCCN(C(=O)CCc3cnccn3)C2)CC1 (centres undefined)	-1	.	2.5	-13	96	-10	0	-4	1
COc1ccccc1CNC(=O)CCS(=O)(=O)c1ccc2c(c1)CCCN2C(C)=O	-2	-10	-1.3	-1	102	1	3	2	0
COc1ccc(Cl)cc1Nc1nc(-c2sc(NC(=O)c3ccccc3)nc2C)cs1	-2	4	3.0	-1	106	29	2	5	-2
COc1ccc(C2(c3ccc(OC)cc3)NC(=O)N(CC(=O)Nc3ccc(C(N)=O)cc3)C2=O)cc1	-1	2	1.2	-10	97	12	-1	1	8
COc1ccc(/C=N/NC(=O)c2cccc3ccccc23)c(OC)c1OC	-2	-4	-0.2	17	110	5	1	0	5
COc1ccc(CC(=O)OCC(=O)N2N=C(c3ccccc3)CC2c2ccc(OC)cc2)cc1 (centres undefined)	7	-9	2.1	12	105	14	3	3	2
COc1ccc(C(=O)O)cc1S(=O)(=O)NCc1cccnc1	-5	-11	0.1	-8	106	1	-3	1	-19

Ordered by the number under EBNA-1 inhibitor (smallest number first): 3 of the compounds above
compound | GASC-1 inh | PP5 inh | core dimer inh | TPT1 inhibitor | EBNA-1 inhibitor
COc1ccc(C(=O)O)cc1S(=O)(=O)NCc1cccnc1 | -11 | 0.1 | 1 | 1 | -19
Cc1ccc(C2Nc3cccc4cccc(c34)N2)cc1 | 30 | 3.5 | 16 | -4 | -11
Cn1cc(C(=O)c2cccc(Cl)c2)cc1C#N | -3 | 3.1 | -2 | -1 | 8
